# From PubChem
# TTR transcr act: TTR transcription activation, primary screen; activation, % at 16.7 µM; 92,000 compounds, 1.3% hits; AID 1117267; SH-SY5Y TTR promoter Gaussia luciferase, luminescence; 100% = recombinant luciferase protein wells;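 active = activation above the mean of all tested compounds plus 3 SD, cut at about 9.5% in these data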;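 also: cells exposed to compounds for one day before reading; 0% = median of all test compound wells on the plate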
# * hit, by the source's call. These rows are one share of the data; count on the stated rates, not on these rows.
TTR transcr act	smiles
-4.2	Oc1c(C(Nc2ccccn2)c2ccccn2)ccc2cccnc12 (stereo not drawn)
5.8	C=C(C)Cn1c(CCn2c3ccccc3c3ccccc32)n[nH]c1=S
-1.5	CCOc1ccc(C2C3=C(CCCC3=O)Nc3ccc4ncccc4c32)cc1 (stereo not drawn)
-0.9	COc1ccc(-c2csc(N3C(=O)C4C5c6ccccc6C(c6ccccc65)C4C3=O)n2)cc1 (stereo not drawn)
6.8	CCS(=O)(=O)n1c(Cc2cccs2)nc2ccccc21
-0.1	COc1cccc2c(=O)n(CC(=O)NC3CCCCC3)ccc12
-0.3	CCCCNc1nc2cccnc2s1
-2.2	CCN1C(=O)/C(=C\N2CCN(C(=O)c3ccco3)CC2)SC1=S
0.4	O=C(CN1C(=O)NC2(CCCCCCC2)C1=O)NCc1ccccc1Cl
2.5	CCc1cccc2c(C(=O)CSc3nncn3C)c[nH]c12
2.2	CC(=O)C1C(=O)CC(c2ccc(Cl)cc2)CC1=O (stereo not drawn)
-4.6	Cc1noc(-c2ccc(C(F)(F)F)cc2)c1NC(=O)Nc1ccc(Cl)cc1
-2.5	CCC(CC)c1nnc(NC(=O)c2ccc([N+](=O)[O-])cc2)s1
4.2	CCC(C)(C)n1nnnc1C(c1cc2ccc(OC)cc2[nH]c1=O)N1CCN(C2CCCCC2)CC1 (stereo not drawn)
0.7	O=S(=O)(Nc1ccc(-n2cnnn2)cc1)c1cccs1
1.2	CC1(C)CC(=O)C=C(c2ccc(COC(=O)C3CC3)cc2)C1=O
-0.3	CN(c1ccc(C(=O)NCc2cccnc2)cc1)S(=O)(=O)c1ccc(Cl)cc1
1.9	Cc1cc(OC(=O)c2c(C)cc(OC(=O)c3c(C)cc(O)cc3O)cc2O)cc(O)c1C(=O)O
-2.2	COc1ccc(S(=O)(=O)N(C)C[C@H]2Oc3ncc(-c4ccncc4)cc3C(=O)N([C@@H](C)CO)C[C@@H]2C)cc1
0.5	CC(C)C[C@H]1CN([C@@H](CC(C)C)CN2CCC[C@@H]2CN2C(=O)C(=O)NC[C@@H]2Cc2ccccc2)C(=O)C(=O)N1CCc1ccccc1
-1.4	CC1(C)CC2(C)OCCN2C(=S)N1 (stereo not drawn)
1.4	COc1ccc(C2/C(=C(/O)c3ccc(C)cc3)C(=O)C(=O)N2CCCN2CCOCC2)cc1 (stereo not drawn)
1.4	Cc1ccc(OCC(=O)NCCCNC(=O)c2cnccn2)cc1C
0.7	CC(C)Sc1nc(-c2ccccc2)cc(=O)[nH]1
-0.1	CN(CCS(=O)(=O)c1ccc(Cl)cc1)Cc1cccnc1
-0.9	C=CCN1N=C(c2ccc(Cl)s2)CSC1=O
1.4	COc1ccc(C2Nc3ccccc3C(=O)N2Cc2ccco2)cc1COc1ccccc1C (stereo not drawn)
1.0	O=c1cc(CO)oc(C(Nc2cccc(C(F)(F)F)c2)c2ccccn2)c1O (stereo not drawn)
1.1	CCc1nc(SCC(=O)NCCc2ccccc2)c2c(=O)n(C)c(=O)n(C)c2n1
-0.4	O=C(Nc1c2c(nc3ccccc13)CCCC2)c1ccccc1Cl
0.8	CCOC(=O)c1ccc(NC(=O)CCNS(=O)(=O)c2ccc3c(c2)oc(=O)n3C)cc1
-1.1	COc1ccccc1-c1nc2n(n1)C(c1cccs1)C(C(=O)Nc1cccnc1)=C(C)N2 (stereo not drawn)
-0.4	Oc1ccccc1N=Cc1ccc[nH]1
1.0	NC1=NC(=O)C(Cc2ccc(F)cc2)S1 (stereo not drawn)
-0.9	CCOc1cc(OCC)cc(C(=O)O)c1
-1.7	Cc1cc(C(=O)Nc2cccc(S(=O)(=O)N3CCCC3)c2)c2ccccc2n1
-1.6	COc1cc(C)c(C(C)C)cc1S(=O)(=O)n1ccnc1
0.3	O=C(NC(=S)Nc1ccc(N2CCCC2)cc1)c1ccccc1[N+](=O)[O-]
-0.5	CNC(=O)C1CC(=O)N(Cc2ccc3c(c2)OCO3)C(=Nc2ccc(F)cc2)S1 (stereo not drawn)
1.9	Cc1ccc(C(=O)NNc2ncnc3c2cnn3C)cc1
3.1	COc1ccccc1C1OCC(C)(C)CO1
1.0	O=[N+]([O-])c1cc(/C=N/OCc2c(Cl)cccc2Cl)ccc1N1CCOCC1
-1.2	CN(C)CCCN1C(=O)C(O)=C(C(=O)c2cc3ccccc3o2)C1c1ccccn1 (stereo not drawn)
-3.4	Cn1c(Cn2c3ccccc3c3ccccc32)n[nH]c1=S
1.1	C[C@@H]1CN([C@@H](C)CO)C(=O)CCCn2nncc2CO[C@@H]1CN(C)C(=O)Nc1ccc(N2CCN(C)CC2)cc1
0.7	Cc1nc(C)c(C(=O)NNS(=O)(=O)c2ccccc2)s1
0.0	N/C(=N\OC(=O)c1cnn(-c2ccccc2)c1C(F)(F)F)c1cc(C(F)(F)F)cc(C(F)(F)F)c1
-1.4	OCC1CCN(Cc2nc(Cc3ccccc3Cl)no2)CC1
1.8	NS(=O)(=O)c1ccc(CCNC(=O)CSc2ccsc2[N+](=O)[O-])cc1
0.7	Cc1cccc2cc(CN(CC3CCCO3)C(=S)Nc3ccccc3)c(=O)[nH]c12 (stereo not drawn)

# (continued)
TTR transcr act	smiles
-1.7	CC(C)n1ncc2c(C(=O)Nc3ccc(CC#N)cc3)cc(C3CC3)nc21
3.4	O=C(CC[C@H]1O[C@@H](n2cnc3c(NC(=O)c4ccccc4)ncnc32)[C@H](O)[C@@H]1O)NCCCN1CCOCC1
-0.6	COC(=O)c1cc(C#N)c(Oc2cccc(C)c2C)nc1C
3.9	CN(CC(=O)Nc1cccc(F)c1)C(=O)c1cn(-c2ccccc2)nc1-c1ccc(F)cc1
0.2	COc1cc(OC)c(OC)cc1CN1CCN(c2ccccc2OC)CC1
2.2	CCCCOCCCNC(=O)CCCOc1ccccc1
0.9	CC(C)CN(C(=O)CN1CCCCCC1)c1c(N)n(CC(C)C)c(=O)[nH]c1=O
-0.6	Cc1cc(C(=O)N/N=C2\CC(=O)CC(C)(C)C2)c2ccccc2n1
-0.1	Cc1cc(NC(=O)C2C3C(=O)N(CCC(C)C)C(C(=O)NCc4ccccc4)C34C=CC2(C)O4)no1 (stereo not drawn)
12*	CSc1ccccc1NC(=O)CN(C)CC(=O)Nc1ccccc1C(F)(F)F
1.3	O=C(Cc1n[nH]c(=O)c2ccccc12)Nc1ccc(-c2nnc3n2CCCCC3)cc1
-0.6	O=S(=O)(Nc1ccccc1O)c1cccc2cccnc12
-1.3	COc1cc(/C=N/NC(=Nc2ccc(C)cc2)c2nc3ccccc3s2)ccc1O
-1.0	O=C(COC(=O)c1cccnc1Cl)NCc1ccco1
0.1	COC(=O)c1ccc(N=Cc2c(C(F)(F)F)[nH]n(C)c2=O)cc1
-1.4	Nc1ccc(-c2nc3ccc(C(=O)O)cc3s2)cc1
1.0	Cc1cc2cc(C#N)c(NCCNC(=S)NCCCN3CCOCC3)nc2cc1C
11*	CC[C@@H](C)[C@H](NC(=O)OCc1ccccc1)c1nnc([C@@H](NC(=O)OCc2ccccc2)[C@@H](C)CC)o1
-4.0	CCOc1ccc(CN2CCC(n3nccc3NC(=O)CCCc3ccccc3)CC2)cc1
-0.2	CN(C(=O)/C(N=Nc1cccc(C(F)(F)F)c1)=C(\O)C(F)(F)F)c1ccccc1
0.1	COc1ccc2cc(CCNC(=O)C(C)C)c(=O)[nH]c2c1
0.8	CCOC(=S)N/C(=N\S(C)(=O)=O)c1ccccc1
-2.5	N#Cc1ccccc1OCC(=O)Nc1cccc(S(=O)(=O)N2CCCCCC2)c1
-1.2	Cc1csc(NC(=O)c2cccnc2)n1
0.2	Cc1nc2cc3nc(C(F)(F)F)[nH]c3cc2[nH]1

# Part of the list above, bar-delimited:
molecule | TTR transcr act
CC(C)n1ncc2c(C(=O)Nc3ccc(CC#N)cc3)cc(C3CC3)nc21 | -1.7
O=C(CC[C@H]1O[C@@H](n2cnc3c(NC(=O)c4ccccc4)ncnc32)[C@H](O)[C@@H]1O)NCCCN1CCOCC1 | 3.4
COC(=O)c1cc(C#N)c(Oc2cccc(C)c2C)nc1C | -0.6
CN(CC(=O)Nc1cccc(F)c1)C(=O)c1cn(-c2ccccc2)nc1-c1ccc(F)cc1 | 3.9
COc1cc(OC)c(OC)cc1CN1CCN(c2ccccc2OC)CC1 | 0.2
CCCCOCCCNC(=O)CCCOc1ccccc1 | 2.2
CC(C)CN(C(=O)CN1CCCCCC1)c1c(N)n(CC(C)C)c(=O)[nH]c1=O | 0.9
Cc1cc(C(=O)N/N=C2\CC(=O)CC(C)(C)C2)c2ccccc2n1 | -0.6
Cc1cc(NC(=O)C2C3C(=O)N(CCC(C)C)C(C(=O)NCc4ccccc4)C34C=CC2(C)O4)no1 (stereo not drawn) | -0.1
CSc1ccccc1NC(=O)CN(C)CC(=O)Nc1ccccc1C(F)(F)F | 12*
O=C(Cc1n[nH]c(=O)c2ccccc12)Nc1ccc(-c2nnc3n2CCCCC3)cc1 | 1.3
O=S(=O)(Nc1ccccc1O)c1cccc2cccnc12 | -0.6
COc1cc(/C=N/NC(=Nc2ccc(C)cc2)c2nc3ccccc3s2)ccc1O | -1.3
O=C(COC(=O)c1cccnc1Cl)NCc1ccco1 | -1.0
COC(=O)c1ccc(N=Cc2c(C(F)(F)F)[nH]n(C)c2=O)cc1 | 0.1
Nc1ccc(-c2nc3ccc(C(=O)O)cc3s2)cc1 | -1.4
Cc1cc2cc(C#N)c(NCCNC(=S)NCCCN3CCOCC3)nc2cc1C | 1.0

# More structures follow:
TTR transcr act	smiles
0.0	CCCCn1nnnc1C(c1cccs1)N1CCN(C/C=C/c2ccccc2)CC1 (stereo not drawn)
1.4	Cc1ccnc(NC(=O)/C=C/c2cccs2)c1
-1.1	CCOc1cc2[nH]c(=S)n(CCCN3CCN(C)CC3)c(=O)c2cc1OCC
2.8	Cc1ccc(S(=O)(=O)NCCC(=O)OCC(=O)Nc2cccc(S(=O)(=O)NC3=NCCCCC3)c2)cc1
-1.2	CCNC(=S)Nc1ccc2c(c1)oc1ccccc12
3.3	COc1ccccc1CNC(=O)COC(=O)COc1ccccc1F
0.5	O=C(c1ccco1)N1CCN(c2ccc(Cl)c(Cl)c2)CC1
-5.2	Cc1ccc(CNC(=O)C2CCCN(c3nc(C)cc(C)n3)C2)cc1 (stereo not drawn)
-0.8	O=C(Cc1ccc([N+](=O)[O-])cc1)N/N=C/c1cccnc1
-2.3	CCCOc1ccc(-c2nnn(CC(=O)c3ccc4c(c3)OCCO4)n2)cc1
-1.0	Cn1cc(CN2CCC(n3nccc3NC(=O)c3ccccc3Cl)CC2)c2ccccc21
-0.8	COc1ccc(NC(=O)/C=C/C(=O)O)c([N+](=O)[O-])c1
-2.3	Cc1ccnc(SCc2cc(=O)c(OC(=O)c3ccc([N+](=O)[O-])cc3)co2)n1
-1.5	Fc1ccc(-n2cc(CNCCc3ccccn3)c(-c3ccccc3Cl)n2)cc1
-0.4	CN1C(=O)/C(=N\OC(=O)c2cccc3ccccc23)c2ccccc21
-0.1	CCCCN1CC(C)(C)[C@H](CC(=O)Nc2ccc(Br)cc2)C1=O
-3.5	COc1ccc(/C=N/Nc2cc(N3CCCC3)nc(N3CCCC3)n2)cc1
1.5	Cc1cc(NS(=O)(=O)c2ccccc2)cc(Cl)c1O
2.1	COc1cc(OC)cc(C(=O)NC(=S)N2CCN(c3ccc(C(F)(F)F)cc3[N+](=O)[O-])CC2)c1
3.9	CSc1nc(-c2ccccc2)nc(SC)c1C(C)=O
0.4	CCN(c1ccccc1)S(=O)(=O)c1ccc(C(=O)Nc2c(C)n(C)n(-c3ccccc3)c2=O)cc1
0.0	CCC(=O)c1ccc2c(c1)OCCO2
-0.9	Cc1nc2ncnn2c(N2CCN(C(=O)c3cccc(F)c3)CC2)c1C
-2.1	NS(=O)(=O)c1ccc(NC(=O)Cc2cccs2)cc1
-5.1	CCCCNc1nc(NCc2ccccc2)nc2ccccc12
-1.5	COc1ccc(Nc2nc(C)cc(C)c2C(N)=O)cc1
-5.9	FC(F)(F)c1cnc(-n2cc[nH]c2=S)c(Cl)c1
-1.1	O=C(CSc1ncnc2c1oc1ccccc12)NCc1ccc(F)cc1
-1.6	CCC1=Nc2cc(C(=O)NCc3cccnc3)ccc2Sc2ccc(C)cc21
5.3	CCOc1cc(N2CCOCC2)c(OCC)cc1NC(=O)COC(=O)c1ccccc1C
1.7	O=C(NC1CCCCC1)c1ccc2c(c1)OCCO2
-1.1	COc1ccc(Cl)cc1NC(=O)CCCNC(=O)c1ccc(Cl)cc1
-2.2	CC(=O)OCC=C1CCC2C3CC(C)C4=CC(=O)CCC4(C)C3C(O)CC12C (stereo not drawn)
3.4	CC(NC(=O)COC(=O)c1ccc([N+](=O)[O-])s1)c1ccccc1 (stereo not drawn)
-0.4	CCCCOC(=O)C(C)Sc1n[nH]c(=O)[nH]c1=O (stereo not drawn)
0.3	O=S(=O)(NCCc1ccccn1)c1cccs1
7.2	C[C@H](CO)N1C[C@H](C)[C@@H](CN(C)C(=O)Nc2ccc3c(c2)OCO3)Oc2ccc(NC(=O)Nc3ccc4c(c3)OCO4)cc2C1=O
-3.5	Cc1nc(N2CCN(Cc3ccc4c(c3)OCO4)CC2)c2cc(-c3ccccc3)sc2n1
-5.1	O=c1oc(CCCO)cc2ccc(C#Cc3ccsc3)cc12
0.8	COc1ccc(Cc2noc(-c3ccc([N+](=O)[O-])cc3)n2)cc1OC
0.5	CC(C)(C)n1nc2c(c1NC(=O)c1ccccc1F)CS(=O)C2 (stereo not drawn)
-0.4	Cc1oc(=O)c(NC(=O)c2ccccc2)cc1C(N)=O
1.3	O=C(CN1C(=O)CSc2ccccc21)NC1CCCC1
-0.1	COc1ccccc1OCc1cc(C(=O)N2CCCC(OCc3cccnc3)C2)no1 (stereo not drawn)
1.6	CC(=O)Nc1ccc2c3c(ccc([N+](=O)[O-])c13)CC2
0.3	CCOP(=O)(c1ccc(N(C)C)cc1)C(O)c1ccncc1 (stereo not drawn)
6.7	Cc1nn(Cc2ccccc2)c(C)c1NC(=O)CCCn1nc([N+](=O)[O-])c(Cl)c1C
-6.2	Cn1nc(-c2ccccn2)nc2c(=O)n(C)c(=O)nc1-2
-1.2	Cc1cccc(Cn2c(N(C)Cc3ccccc3)nc3c2c(=O)[nH]c(=O)n3C)c1
3.8	CCOC(=O)CSc1nc(C)c(C(C)=O)cc1C#N
1.1	CCCOCC(O)CC(Cc1ccccc1)C(=O)NN (stereo not drawn)
0.5	CC1(C)CC(=O)C(/C=N/n2c(C(F)(F)F)nc3ccccc3c2=O)=C(O)C1
2.2	COc1ccc(-n2c3c(cc(C#N)c2=O)C(=O)CCC3)cc1
